# Compound activity from PubChem.
# TcdB inh = TcdB glycohydrolase inhibition. P18177. TcdB glycohydrolase enzymatic assay, plate reader. inhibition, % at 9.99 µM. actives 0.24% (n = 350,000). AID 652162; in the data active = inhibition above about 10%
# CCHFV vOTU inh = blocks the CCHF virus ovarian tumor domain protease; CCHFV vOTU protease, Pep-AMC fluorescence; inhibition, % at 11.5 µM; actives 0.55% (n = 370,000); AID 651958; in the data active = inhibition above about 30%; also: 0% = vehicle wells with enzyme and 100% = no enzyme wells
# PriA SSB inh = inhibitors of Klebsiella pneumoniae PriA binding to SSB C-terminal tail; AlphaScreen SSBct-PriA binding, biotinylated peptide; inhibition, % at 33 µM; actives 0.6% (n = 430,000); AID 1272365; in the data active = inhibition mostly above about 37%, no sharp cut-off; inactive = mostly below about 20%;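 also: plate controls were negative control peptide for no effect and reference peptide for full effect; strong numbers were not always called active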
# Anthrax LF inh2 = anthrax lethal factor protease inhibition; P15917; multiplex microsphere protease cleavage assay, LF; inhibition, % at 10 µM; actives 0.12% (n = 360,000); AID 588501; also: plate controls were buffer without enzyme for full effect and enzyme alone for no effect
# Target sequence (P15917 whole entry, looked up): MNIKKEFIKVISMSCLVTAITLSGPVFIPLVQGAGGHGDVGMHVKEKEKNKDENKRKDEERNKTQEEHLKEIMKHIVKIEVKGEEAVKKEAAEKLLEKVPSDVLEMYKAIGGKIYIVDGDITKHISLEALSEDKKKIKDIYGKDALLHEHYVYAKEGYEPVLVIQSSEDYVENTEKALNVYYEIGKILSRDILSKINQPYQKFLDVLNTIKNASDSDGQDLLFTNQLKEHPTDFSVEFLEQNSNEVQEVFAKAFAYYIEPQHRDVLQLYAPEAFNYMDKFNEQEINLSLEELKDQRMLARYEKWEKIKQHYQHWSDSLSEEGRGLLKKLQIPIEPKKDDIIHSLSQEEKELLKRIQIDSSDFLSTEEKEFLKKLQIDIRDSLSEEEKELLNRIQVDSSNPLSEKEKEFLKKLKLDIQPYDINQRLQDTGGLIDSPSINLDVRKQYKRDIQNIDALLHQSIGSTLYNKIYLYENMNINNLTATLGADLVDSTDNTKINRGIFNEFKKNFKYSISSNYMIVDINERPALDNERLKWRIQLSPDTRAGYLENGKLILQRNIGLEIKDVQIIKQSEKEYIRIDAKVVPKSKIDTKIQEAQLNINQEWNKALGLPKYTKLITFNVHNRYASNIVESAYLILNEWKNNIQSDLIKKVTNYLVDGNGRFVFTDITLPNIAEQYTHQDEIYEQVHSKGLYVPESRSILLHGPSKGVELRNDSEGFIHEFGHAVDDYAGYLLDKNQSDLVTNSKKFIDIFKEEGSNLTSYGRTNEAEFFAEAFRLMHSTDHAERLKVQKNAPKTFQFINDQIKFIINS
# PfHsp40 yeast = restores yeast growth despite PfHsp40 toxicity; S. cerevisiae expressing PfHsp40, growth rescue, ATP luminescence; AID 504582; actives 0.68% (n = 340,000); growth rescue, % at 12.5 µM; in the data active = growth rescue above about 28%, passing the limit was not always enough; inconclusive = no clear call, values can overlap the other calls;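 also: yeast W303a lacking pdr1 and pdr3 grown in galactose medium; growth measured after three days at 30 °C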
# BH1578 lux ind = induces V. cholerae light production without autoinducers. V. cholerae BH1578 lux reporter, luminescence, 6 h. activation, % at 18.7 µM. actives 0.16% (n = 350,000); in the data active = activation mostly above about 9.7%, no sharp cut-off; inconclusive = no clear call, values can overlap the other calls; inactive = mostly below about 3.7%; also: not every result past the cut was called active; inactives centre near 0; reference of the scale not given here
# DUSP3 inh = inhibitors of human VHR1 phosphatase (DUSP3); recombinant VHR phosphatase, pNPP absorbance; AID 1654; actives 0.52% (n = 290,000); P51452; inhibition, % at 13.3 µM; in the data active = inhibition above about 50%; also: some compounds called inactive have numbers as strong as hits
# Target sequence (P51452 whole entry, looked up): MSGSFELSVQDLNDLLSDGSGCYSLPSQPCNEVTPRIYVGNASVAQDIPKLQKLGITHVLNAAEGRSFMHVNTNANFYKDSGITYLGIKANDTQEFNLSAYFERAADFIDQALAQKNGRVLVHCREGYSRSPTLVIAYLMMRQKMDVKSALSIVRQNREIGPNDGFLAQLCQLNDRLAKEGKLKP
# Y pestis TopoI = blocks Yersinia pestis topoisomerase I activity | Y. pestis Topo-I cleavage product accumulation, plate reader | activity, % at 10 µM | actives 0.064% (n = 360,000); in the data active = activity above about 50%, passing the limit was not always enough; inconclusive = no clear call, values can overlap the other calls; also: inactives centre near 2
# BoNT-A LC inh2 = blocks Botulinum neurotoxin A light chain protease; inhibition, % at 10 µM; actives 0.17% (n = 360,000); multiplex microsphere protease substrate cleavage, flow cytometry; AID 588499; also: plate controls were buffer without enzyme for full effect and enzyme alone for no effect
# SARS 3CLpro inh = SARS-CoV 3CLpro protease inhibition | P0C6X7 | recombinant SARS-CoV 3CLpro, quenched FRET peptide cleavage | inhibition, % at 6 µM | actives 0.14% (n = 290,000) | AID 1706; in the data active = inhibition above about 12%
# Starred values were filed as active, the others as inactive; i = inactive; ? = inconclusive; . = not tested or not shown; & = joins results of further samples. Rule as the data show it, unless noted: active = inhibition above about 30%; inconclusive = no clear call, values can overlap the other calls; inactive = below that. A portion of the library; rates above refer to the full screens.
SMILES,TcdB inh,CCHFV vOTU inh,PriA SSB inh,Anthrax LF inh2,PfHsp40 yeast,BH1578 lux ind,DUSP3 inh,Y pestis TopoI,BoNT-A LC inh2,SARS 3CLpro inh
Cc1oc(C(C)(C)C)cc1C(=O)NC(Cc1ccccc1)C(=O)O (stereo not given),0.5,3,0,2,-0.1,-1.4,6,8,0.0,1
Nc1nc(-c2c[nH]c3ccccc23)cs1,.,2,30,?,1.6,i,8,-39,?,-5
Cc1ccccc1NC(NC(=O)OCCn1c([N+](=O)[O-])cnc1C)C(Cl)(Cl)Cl (stereo not given),1.1,5,7,-1,-0.9,-0.2,18,2,0.1,1
Cn1cc([N+](=O)[O-])c(C(=O)NCC(=O)O)n1,1.0,3,1,-4,0.7,-0.4,11,11,-0.8,-5
CCCC(=O)NC(=S)Nc1ccc(S(=O)(=O)N2CCc3ccccc32)cc1,0.1,6,-8,-25,.,0.4,.,19,-24,.
CCC1(CC)C(=O)NC(=NCCc2c[nH]c3ccccc23)NC1=O,.,-11,-16,-2,0.9,-1.8,25,6,-2.3,-9
COc1cc(/C=C2\N=C3CCCCCN3C2=O)ccc1O,-33,5,2,-4,-0.2,i,-6,-8,-1.5,1
N#Cc1cccc(NC(=O)c2cc(C3CCCCN3C(=O)c3ccccn3)on2)c1 (stereo not given),0.4,-5,.,-4,.,0.4,.,2,0.0,.
CCOc1ccc(OCC)c(NC(=O)C2CCN(c3cnccn3)CC2)c1,0.8,7,-4,-1,0.4,i,30,11,0.3,4
CC(=O)Nc1ccc(NC(=O)C(C)Oc2ccccc2C(=O)NCc2ccccc2)cc1 (stereo not given),0.0,4,-6,.,1.1,-0.6,.,6,.,.
CN(C)/C=C(/C(=O)c1ccccc1)n1cncn1,1.3,-1,-10,-6,-0.9,i,12,6,-1.2,5
O=C(Nc1ccccc1)N(C1=NCCCCS1)c1cccc2ccccc12,.,6,1,-6,2.0,i,46,1,-0.8,2
CNc1nnc(-c2cccc(N(C)C)c2)s1,.,-6,12,-1,0.0,.,-6,-2,0.0,1
COc1ccc(C(=O)Nc2nnc(C3=COCCO3)o2)cc1OC,2.0,-1,-4,1,-1.2,i,38,-10,-0.6,-2
NC(Cc1ccc(Cl)cc1)c1csc(Nc2ccccn2)n1 (stereo not given),0.6,3,.,-12,.,-1.2,.,0,-0.8,.
CCc1ccc(Nc2ncccc2C#N)cc1,.,19,-13,-3,-1.0,-0.1,20,-9,-0.4,1
Cc1ccccc1CN1CCN(S(=O)(=O)c2ccc(Cl)s2)CC1,2.0,10,-7,-5,2.5,0.6,14,13,-0.5,-2
Cc1nn(CC(=O)N2CCc3ccccc32)c(C)c1S(=O)(=O)NC(C)(C)C,2.2,5,-11,6,-0.9,-0.9,.,-8,0.7,.
CC(C)CCNC(=O)C12CN(Cc3ccccc3)CC1C(c1ccc([N+](=O)[O-])cc1)=NO2 (stereo not given),-1.6,22,18,4,-0.4,i,0,14,-0.1,6
O=C(/C=C/c1ccco1)NC(=S)Nc1cccc(-c2nc3ccccc3o2)c1,.,10,6,1,-0.5,-5.3,-4,-8,0.7,8

# Eleven entries from above in another layout.
Compound | TcdB inh | CCHFV vOTU inh | PriA SSB inh | Anthrax LF inh2 | PfHsp40 yeast | BH1578 lux ind | DUSP3 inh | Y pestis TopoI | BoNT-A LC inh2 | SARS 3CLpro inh
CC(=O)Nc1ccc(NC(=O)C(C)Oc2ccccc2C(=O)NCc2ccccc2)cc1 (stereo not given) | 0.0 | 4 | -6 | . | 1.1 | -0.6 | . | 6 | . | .
CN(C)/C=C(/C(=O)c1ccccc1)n1cncn1 | 1.3 | -1 | -10 | -6 | -0.9 | i | 12 | 6 | -1.2 | 5
O=C(Nc1ccccc1)N(C1=NCCCCS1)c1cccc2ccccc12 | . | 6 | 1 | -6 | 2.0 | i | 46 | 1 | -0.8 | 2
CNc1nnc(-c2cccc(N(C)C)c2)s1 | . | -6 | 12 | -1 | 0.0 | . | -6 | -2 | 0.0 | 1
COc1ccc(C(=O)Nc2nnc(C3=COCCO3)o2)cc1OC | 2.0 | -1 | -4 | 1 | -1.2 | i | 38 | -10 | -0.6 | -2
NC(Cc1ccc(Cl)cc1)c1csc(Nc2ccccn2)n1 (stereo not given) | 0.6 | 3 | . | -12 | . | -1.2 | . | 0 | -0.8 | .
CCc1ccc(Nc2ncccc2C#N)cc1 | . | 19 | -13 | -3 | -1.0 | -0.1 | 20 | -9 | -0.4 | 1
Cc1ccccc1CN1CCN(S(=O)(=O)c2ccc(Cl)s2)CC1 | 2.0 | 10 | -7 | -5 | 2.5 | 0.6 | 14 | 13 | -0.5 | -2
Cc1nn(CC(=O)N2CCc3ccccc32)c(C)c1S(=O)(=O)NC(C)(C)C | 2.2 | 5 | -11 | 6 | -0.9 | -0.9 | . | -8 | 0.7 | .
CC(C)CCNC(=O)C12CN(Cc3ccccc3)CC1C(c1ccc([N+](=O)[O-])cc1)=NO2 (stereo not given) | -1.6 | 22 | 18 | 4 | -0.4 | i | 0 | 14 | -0.1 | 6
O=C(/C=C/c1ccco1)NC(=S)Nc1cccc(-c2nc3ccccc3o2)c1 | . | 10 | 6 | 1 | -0.5 | -5.3 | -4 | -8 | 0.7 | 8

# Carrying on:
SMILES,TcdB inh,CCHFV vOTU inh,PriA SSB inh,Anthrax LF inh2,PfHsp40 yeast,BH1578 lux ind,DUSP3 inh,Y pestis TopoI,BoNT-A LC inh2,SARS 3CLpro inh
COc1cccc(NC(=O)CN(C)CC(=O)Nc2ccccc2-c2ccccc2)c1,0.5,2,6,-1,-0.2,0.3,26,19,-0.1,4
CCOc1ccccc1NC(=S)N1CCN(c2ccc(O)cc2)CC1,-3.5,-12,0,14,-1.4,-0.6,46,-6,-4.2,1
CC1(C)CC(=O)C(C=NCC2CCN(C(=S)Nc3cccc(Cl)c3)CC2)=C(O)C1,3.7,11,-13,-2,-0.6,-0.3,15,1,0.0,-4
O=C(CCN1CCOCC1)Nc1ccc2c(c1)N(C(=O)CN1CCOCC1)c1ccccc1CC2,0.4,-2,-7,-3,0.3,-0.4,21,-6,-0.2,-1
O=C(CSc1n[nH]c(-c2cccnc2)n1)Nc1ccc([N+](=O)[O-])cc1,1.3,9,-4,-2,-0.3,-0.2,26,-7,0.5,-3
O=C(CCC1CCCC1)NCCS(=O)(=O)N1CCN(c2ccc(F)cc2)CC1,0.0,-1,-7,-5,0.2,-0.4,.,0,2.1,.
Cc1ccc(C(C)C)c(OCC(=O)Nc2ccc3c(c2)nc(CCN2CCCCC2)n3C)c1,-0.3,12,-3,-3,0.3,i,11,-3,0.1,-5
CCOC(=O)C(O)(CC(=O)Nc1ccc(Cl)cc1Cl)C(F)(F)F (stereo not given),.,-12,-7,1,-2.0,-2.9,4,-4,-1.5,3
CCCCOC(=O)c1ccc(NC(=O)c2nn(C)cc2Br)cc1,.,9,-14,-1,21,-5.4,12,4,-0.3,4
CC(C)C(=O)Nc1ccc(C(=O)NNC(=O)c2ccco2)cc1,.,5,-5,-4,0.4,-0.6,12,4,?,2
O=C(CN1CCN(Cc2cccc3ccccc23)CC1)NCCc1ccccc1,0.3,14,8,-1,1.0,-0.6,-36,34,-2.7,-1
O=C(Cn1ncc2c1-c1ccccc1OC2)N1CCN(Cc2ccccc2)CC1,1.6,-12,-5,2,-0.5,-0.3,21,16,1.3,-3
COc1cccc(CNC(=O)[C@@H]2CCCN2C(=O)[C@@H]2CCCN2C(=O)c2cccc(Cl)c2)c1,0.4,11,.,-6,.,.,.,.,0.8,.
Cc1nn(-c2ccccc2)cc1/C=N/NS(=O)(=O)c1ccccc1,0.5,-2,.,-1,1.9,-0.3,-13,3,-0.5,5
CSc1ncnc2c1ncn2CCCN1CCN(C(=O)C2CC2)CC1,0.5,19,.,4,.,i,.,-3,-0.4,.
COc1cc(NC(=O)c2ccco2)c(OC)cc1NC(=O)CSc1ncc(-c2ccc(F)cc2)[nH]1,.,7,-6,-5,0.4,-4.0,15,12,-0.4,6
Cc1nc(NC(C)c2ccccc2)sc1C(=O)Nc1ccccc1 (stereo not given),-0.2,4,10,1,0.3,-0.3,41,4,-0.6,1
CCOC(=O)c1sc(SC)c(C(C)=O)c1C,.,4,-27,-2,-1.6,-0.7,0,-4,-0.3,-2
Cc1noc(C)c1COc1ccc(CC(=O)NCCc2ccccc2)cc1,.,3,-13,-5,-0.1,-0.4,34,13,0.4,1
COc1ccc(C2CC(=O)Nc3cc(OC)c(OC)cc32)cc1 (stereo not given),0.1,14,.,-2,.,i,.,-2,-0.1,.
O=C(NNC1=NCCC1)c1cccc(S(=O)(=O)N2CCCCC2)c1,-1.0,7,-15,-3,-0.6,i,35,-5,-0.7,4
COc1cc(C(=O)NC(=S)Nc2ccc(Cc3ccncc3)cc2)cc(OC)c1OC,0.2,-6,-8,-1,0.9,-1.4,24,28,-0.6,2
O=C(O)C1CCCCC1C(=O)NCc1ccc(F)cc1 (stereo not given),.,-6,-17,0,-2.4,.,-8,3,0.7,1
Cc1c(Cl)cnc(NC(=O)COC(=O)c2cccc(S(=O)(=O)N3CCOCC3)c2)c1Cl,0.4,-3,.,-6,.,-5.9,.,-2,-0.1,.
O=C(C1=C[C@H](C2CCCCC2)C[C@H](OCc2ccc(CO)cc2)O1)N1CCOCC1,0.5&0.4,0,-1,-4,0.5,i,35,24,0.0,-2
CCN(C(=O)c1ccc2c(SCC(=O)O)c3c(nc2c1)CCC3)c1cc(Cl)ccc1OC,-1.0,-4,1,-2,10,-0.6,-31,17,-0.3,-2
FC(F)(F)c1ccc(Cl)c(NC(=S)N/N=C/c2ccccc2Cl)c1,1.2,10,.,.,.,-0.4,14,0,.,0
O=C(CNC(=O)c1ccco1)Nc1ccc(Cl)cc1,-1.2,-8,-2,0,-0.7,-0.6,2,0,-2.3,3
CC(C)n1cnc2c(Nc3ccc(F)c(Cl)c3)nc(NCCO)nc21,1.5,4,6,-5,0.6,-0.5,32,-10,-0.4,-1
CCCSc1nc2c(c(=O)n(C)c(=O)n2C)n1C,0.6,-10,-1,-8,1.6,-0.9,13,9,-8.2,0
C=CCOc1ccc(C2CC(C)=NN2c2ccccc2)cc1 (stereo not given),-3.9,20,-13,-1,3.3,-0.2,4,22,-0.6,-1
CC(=O)NCCn1c(SCC(=O)NC2CCCCC2)nc2ccccc2c1=O,0.8,4,-2,3,1.1,-1.6,18,4,-0.9,3
O=C(c1ccc(Cl)c(S(=O)(=O)N2CCCC2)c1)N1CCN(Cc2ccccc2)CC1,1.1,9,1,13,-0.7,-1.9,.,20,0.3,.
COC1=C(NCc2ccc3c(c2)OCO3)C(=O)C(OC)=C(NCc2ccc3c(c2)OCO3)C1=O,-0.3,-1,4,-4,0.0,.,.,3,0.3,.
C=CCOC(=O)C1=C[C@H](c2ccc(C(F)(F)F)cc2)[C@@H](CCCO)[C@H](OCC)O1,3.2,27,-16,-6,16,i,-2,24,-0.9,6
CSc1ncccc1C(=O)OCC(=O)N1CCc2ccccc21,1.3,1,-9,-7,0.3,i,.,3,-0.5,.
COc1cccc(CNC(=O)CCCc2nnc3n(C)c(=O)c4sccc4n23)c1,1.8,16,-6,.,0.3,0.0,4,1,.,1
O=C1CC(c2ccc(F)cc2)Cc2nc(NCc3ccco3)ncc21 (stereo not given),.,12,-2,3,0.0,0.4,22,5,-0.3,1
Clc1cc(Cl)c(OCCCCn2cncn2)c(Cl)c1,0.9,6,7,-24,-0.9,-2.0,-10,12,0.6,-3
Cc1cc(C)c2c(CN(Cc3ccccc3)Cc3ccccc3)cc(=O)oc2c1,1.4,5,.,-12,.,.,.,.,-0.1,.
O=c1cc([O-])[n+]2c3n1CCCN3CCC2,.,-11,2,-5,0.2,-0.1,2,5,-0.6,2
O=C1N=c2ccccc2=C1c1sc(NS(=O)(=O)c2ccccc2)nc1O,0.9,-11,-3,5,1.8,-0.5,15,0,-0.4,3
